Assay outcomes from PubChem BioAssay.
TWEAK Fn14 block: blocks TWEAK-Fn14 interaction in a reporter cell assay. AID 1159606. 360,000 compounds, 2% hits. inhibition, % at 10 µM. TWEAK-stimulated Fn14 reporter cells, luciferase luminescence, 8 h; in the data active = inhibition above about 50%
TRAIL sens C8: caspase-8 TRAIL sensitization; inhibition (viability loss, TRAIL sensitization), % at 10 µM; NB7+C8 cells + TRAIL, ATPlite viability luminescence; 360,000 compounds, 1% hits;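 active = compounds causing at least 50% loss of cell viability in the single-dose screen, relative to plate controls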
LMP1 NFkB inh: reduces LMP1-driven NF-kappaB luciferase signal. 350,000 compounds, 0.69% hits. inhibition, % at 12.5 µM. AID 504558. LMP1-induced NF-kappaB luciferase reporter cells, luminescence; in the data active = inhibition above about 41%;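 note: 0% = neutral control wells and 100% = reference inhibitor control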
TROY signal inh: inhibitors of TROY-dependent NF-kB signaling. Q293 LMP1-TROYcd NF-kB luciferase reporter, 4 h. inhibition, % at 10 µM. 360,000 compounds, 0.98% hits. AID 1347056;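 active = compounds whose plate-normalised and pattern-corrected inhibition of the luciferase reporter signal at the single screening dose is 50% or more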
SRC2 inh: inhibits human steroid receptor coactivator 2; HEK293 GAL4-SRC2 luciferase reporter, luminescence; Q15596; inhibition, % at 9 µM; AID 651957; 370,000 compounds, 0.17% hits;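 active = inhibition above the mean inhibition of all tested compounds plus 3 SD, set per campaign, cut at about 52% in these data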;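 note: 0% = DMSO treated cells and 100% = cells given Gossypol at 36 µM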
NR5A2 inv ag: inverse agonists of human LRH-1 (NR5A2); O00482; HEK293T StAR-luciferase reporter, LRH-1 transfected, 24 h; inhibition, % at 3.6 µM; 360,000 compounds, 0.13% hits; AID 602396;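 active = inhibition above the mean inhibition of all tested compounds plus 3 SD, cut at about 73% in these data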;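 note: 0% = DMSO wells and 100% = reporter-only cells lacking LRH-1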
SRC3 inh: inhibits human SRC3 coactivator; HEK293 GAL4-SRC3 luciferase reporter, luminescence; AID 588352; 360,000 compounds, 0.17% hits; inhibition, % at 3.6 µM; Q9Y6Q9;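 active = inhibition above a per-campaign cutoff, the mean of all compounds plus 3 SD, cut at about 60% in these data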;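 note: 0% = DMSO-treated cells and 100% = gossypol-treated cells at 36 µM; higher means less SRC3-driven luciferase light from the GAL4 reporter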
Target sequence (Q9Y6Q9 whole entry, looked up, the tested form may be a part): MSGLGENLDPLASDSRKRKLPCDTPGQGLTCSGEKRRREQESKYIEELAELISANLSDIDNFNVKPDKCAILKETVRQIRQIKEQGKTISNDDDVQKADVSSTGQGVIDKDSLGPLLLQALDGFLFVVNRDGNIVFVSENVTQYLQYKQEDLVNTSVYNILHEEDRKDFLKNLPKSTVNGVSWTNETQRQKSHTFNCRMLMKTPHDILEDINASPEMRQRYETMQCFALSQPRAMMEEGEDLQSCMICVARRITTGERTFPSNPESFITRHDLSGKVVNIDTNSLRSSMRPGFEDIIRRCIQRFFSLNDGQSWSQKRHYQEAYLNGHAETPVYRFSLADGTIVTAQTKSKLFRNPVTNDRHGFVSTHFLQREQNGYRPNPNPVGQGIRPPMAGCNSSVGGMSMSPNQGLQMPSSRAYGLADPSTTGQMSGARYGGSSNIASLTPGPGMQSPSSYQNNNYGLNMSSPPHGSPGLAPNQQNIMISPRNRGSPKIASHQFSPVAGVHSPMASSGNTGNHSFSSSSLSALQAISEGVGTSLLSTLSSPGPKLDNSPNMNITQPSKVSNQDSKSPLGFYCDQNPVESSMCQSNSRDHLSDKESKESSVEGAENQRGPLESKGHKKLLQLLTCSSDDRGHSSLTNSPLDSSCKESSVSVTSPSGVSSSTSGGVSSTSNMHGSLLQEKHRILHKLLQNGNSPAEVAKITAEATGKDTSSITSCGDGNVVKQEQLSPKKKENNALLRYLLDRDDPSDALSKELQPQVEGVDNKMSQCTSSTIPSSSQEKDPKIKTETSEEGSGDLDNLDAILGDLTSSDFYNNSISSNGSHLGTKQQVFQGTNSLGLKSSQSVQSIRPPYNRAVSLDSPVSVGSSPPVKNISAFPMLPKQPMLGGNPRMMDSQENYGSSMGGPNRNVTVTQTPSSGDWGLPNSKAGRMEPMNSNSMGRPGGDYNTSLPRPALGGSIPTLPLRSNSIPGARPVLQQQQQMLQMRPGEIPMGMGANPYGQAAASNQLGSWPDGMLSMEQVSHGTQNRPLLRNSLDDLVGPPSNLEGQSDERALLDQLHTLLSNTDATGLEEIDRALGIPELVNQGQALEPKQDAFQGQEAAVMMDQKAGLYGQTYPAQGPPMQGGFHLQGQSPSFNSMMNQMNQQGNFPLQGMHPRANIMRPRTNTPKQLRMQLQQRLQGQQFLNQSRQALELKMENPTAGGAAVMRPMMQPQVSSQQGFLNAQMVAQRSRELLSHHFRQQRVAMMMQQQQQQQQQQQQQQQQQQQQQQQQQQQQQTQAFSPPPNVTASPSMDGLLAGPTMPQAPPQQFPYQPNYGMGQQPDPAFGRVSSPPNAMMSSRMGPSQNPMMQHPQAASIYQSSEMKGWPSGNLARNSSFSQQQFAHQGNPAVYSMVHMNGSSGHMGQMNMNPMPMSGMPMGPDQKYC
NCOA1 inh: inhibits human SRC1 coactivator. 360,000 compounds, 0.12% hits. HEK293 GAL4-SRC1 luciferase reporter, luminescence. inhibition, % at 3.6 µM;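 active = inhibition above the campaign mean plus 3 SD, with each screening campaign given its own cutoff, cut at about 60% in these data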;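 note: 0% = DMSO treated cells and 100% = gossypol at 36 µM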
COUP-TFII inh: blocks human COUP-TFII nuclear receptor. HEK293T NGFI-A luciferase reporter, luminescence. inhibition, % at 8.6 µM. 370,000 compounds, 0.7% hits;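 active = inhibition above a per-plate cutoff, mean inhibition of test wells between control levels plus 3 SD, cut at about 38% in these data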;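 note: cells cotransfected with COUP-TFII expression vector driving the NGFI-A reporter; 0% = median of COUP-TF2 test wells and 100% = reporter-only cells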
NOD2 RIPK2 PPI: inhibitors of human NOD2-RIPK2 interaction; CHO BLA complementation NOD2-RIPK2, CCF4 ratio; 360,000 compounds, 0.38% hits; inhibition, % at 4.98 µM; O43353; in the data active = inhibition above about 21%;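 note: 0% = vehicle only and 100% = reference blocker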
TLR9-MyD88 block: inhibitors of human TLR9-MyD88 binding | AID 504734 | Q9NR96+Q99836 | 340,000 compounds, 0.21% hits | inhibition, % at 4.98 µM | CHO BLA complementation TLR9-MyD88, CCF4 FRET ratio;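 active = inhibition above the mean over all tested compounds plus 3 SD, cut at about 21% in these data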;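 note: 0% = DMSO only wells and 100% = clavulanate BLA inhibitor control wells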
* marks the source's active call; other numbers are inactive results; x = not tested or not shown. The list is partial; rates above refer to the full screens.

SMILES	TWEAK Fn14 block	TRAIL sens C8	LMP1 NFkB inh	TROY signal inh	SRC2 inh	NR5A2 inv ag	SRC3 inh	NCOA1 inh	COUP-TFII inh	NOD2 RIPK2 PPI	TLR9-MyD88 block
O=c1c2c(-c3ccc(Cl)cc3)csc2nc2n1CCC2	-3	-3	-4	-7	-5	-11	4	-7	-13	-7	-1
O=C1c2ccccc2C(=O)N1c1ccc(S(=O)(=O)N2CCCCC2)cc1	-9	-17	2	11	3	2	-2	-1	9	0	2
CCOC(=O)c1cc(-c2cccs2)[nH]n1	-40	36	5	-37	-1	-28	23	-8	-2	6	-6
CC1CC(C)CN(C(=O)COC(=O)c2cc([N+](=O)[O-])ccc2N2CCOCC2)C1 (configuration not stated)	-10	-2	8	14	9	-12	-34	-4	-8	6	4
C=CCOc1c(Cl)cc(CNc2nccs2)cc1OC	4	-3	-6	-3	-16	-4	18	-23	10	-5	-10
NC1=NC(c2ccccc2C(F)(F)F)N(c2ccc(F)c(Cl)c2)C(N)=N1 (configuration not stated)	14	13	x	3	-1	5	-9	5	16	9	-15
Cc1ccc(NC(=O)COC(=O)c2cc(=O)c3cc(F)ccc3o2)cc1	7	1	4	0	14	-3	-12	-27	-22	6	5
Cc1ccc(NC(=S)N(Cc2ccccc2)Cc2cccs2)c(C)c1	-13	-1	-5	-2	-4	-5	11	-7	-15	1	-8
CCCn1nnc(NC(=S)NC(=O)C(C)(C)C)n1	-2	-3	-7	-8	-9	-34	-6	-2	5	-18	3
CCC(C)Sc1ccc([C@@H]2[C@H]3C(=O)N(C)C(=O)[C@H]3[C@]3(C(=O)OC)CCCN23)cc1 (some centres not stated)	0	5	28	-22	-9	-3	-1	-29	8	-11	-4
CCOC(=O)C(C(=O)OCC)C1CCS(=O)(=O)C1 (configuration not stated)	2	-7	-5	-15	4	4	5	-12	0	0	4
CCC(C)C(NC(=O)c1ccccc1NC(=O)c1ccc(C)cc1)C(=O)O (configuration not stated)	13	6	8	-64	-26	-15	-12	-17	-25	0	5
CCCC(C)c1oc(=O)cc(O)c1C (configuration not stated)	-3	-11	-5	11	19	-19	-5	-7	14	-12	-3
Cc1cc(N2CCCCC2)nc(-c2ccc(Br)cc2)n1	7	-10	-4	10	-20	1	6	-1	4	-6	13
Cc1nccn1CC(=O)N/N=C/c1c[nH]c2ccccc12	10	20	3	0	-4	21	-11	-14	7	-5	-5
COc1cc(/C=C(\C#N)c2ccccn2)cc(OC)c1O	9	8	-10	-3	5	14	29	18	-5	2	2
CC1CCCCN1CCCNc1c(C=O)c(=O)[nH]c2ccccc12 (configuration not stated)	0	10	-6	6	-20	16	-1	0	1	-11	-7
N#Cc1c(NCCCO)nc(-c2ccco2)c2c1CCCC2	-4	-12	8	-4	-5	-1	-5	12	2	-10	1
CCN(CC)S(=O)(=O)c1ccc(C(=O)NCC(=O)N/N=C/c2ccccc2OC)cc1	1	-20	-3	18	1	16	6	-16	1	1	0
COc1ccccc1NC(=O)c1ccccc1C(=O)N(C)Cc1ccccc1	14	5	1	-4	6	-1	-6	8	1	-14	-4
Cc1c(Cl)cccc1NC(=S)N1CCOCC1	1	2	5	-10	3	0	12	2	12	-2	1
N#CCCSc1ccccc1NC(=O)c1cc(=O)c2ccccc2o1	-10	-7	3	-6	-19	28	-9	-10	12	-15	-6
CC1CCc2cc(F)ccc2N1S(=O)(=O)c1ccc(Cl)nc1 (configuration not stated)	-18	8	1	-13	12	2	19	-7	3	5	0
COc1ccc(/C=C/C(=O)NC(CCSC)C(=O)O)cc1 (configuration not stated)	-6	-1	-14	5	-14	-1	4	8	-2	5	-5
COc1ccc(CC(=O)N[C@@H](CCSC)c2nc3ccccc3[nH]2)cc1	11	10	-2	10	-12	3	-5	-14	6	5	x
CCOC(=O)C1(Cc2cccc(F)c2)CCN(Cc2c(C)nn(CC)c2C)CC1	9	15	12	6	11	-3	12	5	14	1	-8
CS(=O)(=O)c1ccc2nc(NC(=O)c3ccc(N4CCCC4=O)cc3)sc2c1	-16	-6	1	18	11	-12	-4	-3	-12	-2	2
CCC1(O)CC(C(=O)OC)=NN1C(=O)c1ccccc1 (configuration not stated)	-5	-3	2	12	-24	0	32	8	16	-4	-5
COc1cc(/C=C(\C#N)C(=O)Nc2ccccn2)ccc1O	9	-13	-9	-42	-6	-13	-60	-51	-31	3	-4
COC(=O)Nc1c(C)n(C)n(-c2ccccc2)c1=O	2	-2	-5	12	13	5	3	9	0	-9	8
CN(c1ccc(OCC(=O)Nc2ccc3[nH]c(=O)[nH]c3c2)cc1)S(=O)(=O)c1ccc(Cl)cc1	-5	-1	-1	1	-12	3	6	-4	10	3	-1
COc1ccccc1-n1nc(C(=O)NCc2ccco2)c2ccccc2c1=O	0	-9	1	0	-3	11	-13	7	-5	16	12
CC(=O)O[C@]1(C(C)=O)CC[C@H]2[C@@H]3C=CC4=CC(=O)C=C[C@]4(C)[C@H]3CC[C@@]21C	-19	-7	12	2	19	5	-5	5	-13	-16	-6
Cc1ccnc(NC(=O)c2ccccc2NC(=O)C(C)(C)C)c1	31	14	-19	7	2	23	-29	-23	17	-4	-2
O=C(N1CCCC1)C12CCC3CC(CC(C3)C1)C2	3	7	-2	-10	2	21	11	19	-6	-2	-4
Cc1cc(NS(=O)(=O)c2ccc(NC(=O)Cc3ccc([N+](=O)[O-])cc3)cc2)no1	-4	9	6	6	-11	-12	-18	5	3	-5	5
CCOC(=O)NNC1CC(=O)N(c2ccccc2)C1=O (configuration not stated)	1	0	8	9	-34	-2	13	5	13	3	10
COc1ccc(CNC(=O)CN2C(=O)NC3(CCCc4sccc43)C2=O)cc1 (configuration not stated)	4	3	-2	-15	1	-28	7	-6	8	-8	4
COc1cc(/C=N/n2c(-c3ccccc3)n[nH]c2=S)cc(OC)c1OC	-10	26	-2	-13	-12	7	-35	1	-13	-6	8
COc1cc(OC)c(C(=O)OCN2C(=O)c3ccccc3C2=O)cc1OC	10	-6	-3	6	-49	12	1	-4	8	0	3
COc1ccc(C(C)C)cc1-c1cccc2nncn12	-5	2	x	11	13	0	-7	15	6	-11	x
COC(=O)C1=C(C)NC(C)=C(C(=O)OC)C1C(=O)OCC(=O)N1CCCCC1C (configuration not stated)	5	-20	1	-7	-26	17	-9	2	-4	-12	-3
Cn1nnc(NC(=S)NC(=O)c2ccc3ccccc3c2)n1	1	-10	0	-26	-22	-17	-27	-21	-4	-4	0
C=CCOc1ccc(CN(C)C(=O)CN2C(=O)c3ccccc3C2=O)cc1	-4	0	0	-25	-25	21	-6	-2	-3	-9	-3
CC1=NN(C(N)=S)C(=O)C1N=Nc1ccccc1[N+](=O)[O-] (configuration not stated)	-8	3	-8	-6	14	12	-7	-7	-11	-10	-7
COc1ccccc1C(=O)NNC(=O)CN(C)S(=O)(=O)c1ccc(Cl)cc1	-12	-7	9	-10	-2	-8	4	1	12	-8	-10
CN1CCN(NS(=O)(=O)c2cccs2)CC1	5	-4	-14	-21	2	0	1	-3	4	-9	1
